GCN5L2 inh = qHTS Assay for Inhibitors of GCN5L2; Histone acetyltransferase KAT2A (Homo sapiens), Q92830; GCN5L2 HAT assay, ThioGlo1 CoA-SH fluorescence; Potency, µM (series often up to 58.9 µM), inactives show at the highest dose activity change, negative = inhibition, usual class: inhibitors; 390,000 tested, 0.21% active; AID 504327, 2011
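Fluorescence readout, Ex340nm/Em540nm: ThioGlo1 (50uM final) reacts with free CoA thiol released as 20nM GCN5L2 acetylates H3(1-25) peptide (75uM) using acetyl-CoA (70uM). Compound and enzyme sat 15 min beforehand; 20 min room-temperature reaction.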
FEN1 inhibitor = qHTS Assay for the Inhibitors of Human Flap endonuclease 1 (FEN1); Recombinant FEN1 flap cleavage, fluorescence, 15 min; Potency, µM (series often up to 114 µM), for inactives: top-dose activity change, negative = inhibition, hits mostly inhibitors; 390,000 tested, 0.35% active; P39748; AID 588795, 2011; further: nearly all actives have a fitted effect of over 65% in size
Target sequence (P39748 whole entry, looked up): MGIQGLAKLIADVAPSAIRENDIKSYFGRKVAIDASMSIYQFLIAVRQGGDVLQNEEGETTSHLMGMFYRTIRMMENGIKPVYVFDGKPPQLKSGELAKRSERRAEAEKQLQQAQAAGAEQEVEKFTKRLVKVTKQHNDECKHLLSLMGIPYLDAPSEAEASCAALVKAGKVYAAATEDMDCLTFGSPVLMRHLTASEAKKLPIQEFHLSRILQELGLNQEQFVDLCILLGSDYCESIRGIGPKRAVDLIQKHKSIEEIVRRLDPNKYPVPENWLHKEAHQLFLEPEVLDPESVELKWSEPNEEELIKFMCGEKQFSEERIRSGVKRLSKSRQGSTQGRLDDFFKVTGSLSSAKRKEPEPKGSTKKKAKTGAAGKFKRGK
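FEN1 at 10 nM, compound pretreatment for 15 min (room temperature), 50 nM final substrate to initiate; endpoint reads at 0 and 15 min; DMSO-only plates used as vehicle background.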
N370S GC mod = qHTS Assay for Inhibitors and Activators of N370S glucocerebrosidase as a Potential Chaperone Treatment of Gaucher Disease; Potency, µM (series often up to 59.4 µM), for inactives: at the highest dose activity change, negative = inhibition, hits mostly inhibitors; 330,000 tested, 0.092% active; N370S GC spleen homogenate, 4MU-glucoside fluorescence; Lysosomal acid glucosylceramidase (Homo sapiens), P04062; AID 2101, 2009;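 further: 0% = full enzyme activity and -100% = no enzyme basal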
An asterisk follows results filed as active; u = inconclusive; x = no result given; & = joins results of further samples; [ ] = remark or other dose. The call rests on the fitted dose curve; in most records, active means well fitted curve in the direction sought with a large enough effect; inconclusive means small, poorly fitted or top-dose-only effect, or another doubt; inactive means no such curve, though single readings can be large; an effect the other way counts as inactive or inconclusive. Unless noted, on the % scale 0 is the no-effect control and ±100 the full control effect; potency means the concentration at half of the fitted maximal effect.

SMILES	GCN5L2 inh	FEN1 inhibitor	N370S GC mod
CCOC(=O)c1ccc2[nH]c3c(c2c1)CCCC3C(=O)OCC (centres undefined)	-2%	-23%	-2%
Cc1cccc2cc(/C=C/C(=O)c3ccco3)c(Cl)nc12	-5%	0%	-11%
O=C(COC(=O)c1ccc([N+](=O)[O-])o1)Nc1nc2ccccc2s1	-12%	1%	2%
CNc1nc(Cl)nc(NC(C)(C)C)n1	-3%	4%	-2%
CCCN(CCC)CCCNC(=O)Cn1cnc2sc(C)c(S(=O)(=O)N3CCOCC3)c2c1=O	0%	-9%	-10%
Cc1ccc(CN(Cc2ccco2)C(=O)c2oc3cc(Br)ccc3c2C)cc1	-1%	-4%	x
CC12CN(Cc3ccccc3)CC(C)(CN(Cc3ccccc3)C1)C2=NO	-4%	-3%	5%
Cc1ccc(NS(=O)(=O)c2sc3ccc(Cl)cc3c2C)cc1	-2%	-18%	6%
NS(=O)(=O)c1ccc(CCNC(=O)c2ccc(NC3=NC4CS(=O)(=O)CC4S3)cc2)cc1 (centres undefined)	-1%	15%	3%
O=C(Cn1cnc2c(nc3n2CCCCC3)c1=O)Nc1cccc(C(F)(F)F)c1	-15%&-21%	-3%&-2%	-10%

Ordered by value in FEN1 inhibitor (high to low): 6 of the compounds above.
SMILES	FEN1 inhibitor
NS(=O)(=O)c1ccc(CCNC(=O)c2ccc(NC3=NC4CS(=O)(=O)CC4S3)cc2)cc1 (centres undefined)	15%
CNc1nc(Cl)nc(NC(C)(C)C)n1	4%
CC12CN(Cc3ccccc3)CC(C)(CN(Cc3ccccc3)C1)C2=NO	-3%
Cc1ccc(CN(Cc2ccco2)C(=O)c2oc3cc(Br)ccc3c2C)cc1	-4%
CCCN(CCC)CCCNC(=O)Cn1cnc2sc(C)c(S(=O)(=O)N3CCOCC3)c2c1=O	-9%
Cc1ccc(NS(=O)(=O)c2sc3ccc(Cl)cc3c2C)cc1	-18%

Single records, as listed above.
Shown for `Cc1cccc2cc(/C=C/C(=O)c3ccco3)c(Cl)nc12` = GCN5L2 inh = -5%; FEN1 inhibitor = 0%; N370S GC mod = -11%
Shown for `CC12CN(Cc3ccccc3)CC(C)(CN(Cc3ccccc3)C1)C2=NO` = GCN5L2 inh = -4%; FEN1 inhibitor = -3%; N370S GC mod = 5%

Next results:
SMILES	GCN5L2 inh	FEN1 inhibitor	N370S GC mod
Cc1cccc(N2CCN(Cc3cc(=O)oc4cc(C)ccc34)CC2C)c1 (centres undefined)	3%	7%	x
CN(C)c1ncc2nc(-c3ccc(Cl)cc3)c(=O)n(Cc3ccc(F)cc3)c2n1	-27%	x	12%
O=S1(=O)CC(N2CCOCC2)c2ccccc21 (centres undefined)	-2%	7%	-9%
C=CCn1c(SCc2c(C)noc2C)nc2ccccc2c1=O	-2%	-4%	14%
CCCCCCC[C@@H](C/C=C/CCC(=O)N(C)C/C(=C/Cl)C/C(=C\C(=O)N1C[C@H](O)CC1=O)OC)OC	-18%	-32%	x
Cc1n[nH]c(C)c1CN(C)C(=O)c1cc(COc2ccc(F)c(F)c2)on1	-2%	-2%	4%
NNC(=O)COc1cccc(Oc2ccccc2)c1	-9%	3%	-4%
O=C(CN1C(=O)C2CC=CCC2C1=O)Nc1nnc(SCc2c(Cl)cccc2Cl)s1 (centres undefined)	-16%	-11%	8%
O=C(Nc1ccc(N2CCN(C(=O)c3ccccc3)CC2)c(Cl)c1)c1ccc(Br)o1	-12%	9%	-13%
Cc1ccc(NC(=O)c2ccc(OC(=O)COc3ccc(Cl)c(C)c3)cc2)cc1	9%	5%	3%
O=C(COC(=O)CN1C(=O)c2cccc([N+](=O)[O-])c2C1=O)NC1CCS(=O)(=O)C1 (centres undefined)	-9%	-13%	1%
CC(SCc1ccccc1)C(=O)N/N=C/c1cc2c(cc1Br)OCO2 (centres undefined)	-22%	-8%	29%
Cc1ccc(-c2noc(COC(=O)c3ccco3)n2)cc1	-7%	0%	x
Cc1cc2c(cc1C)-c1nnc(-c3ccc4ccccc4n3)n1C(C)(C)C2	-7%	x	10%
COc1ccccc1OCCNC(=O)c1cc(SC)ccc1Cl	-6%	0%	3%
CCCNC(=O)c1nc(C)n(-c2cc(Cl)ccc2Cl)n1	-2%	14%	6%
COc1ccccc1/C=N/NC(=S)Nc1cccnc1	-2%	-5%	-7%
Cc1cc(C)n(-c2ccc(C(=O)OCC(=O)Nc3ccc(S(N)(=O)=O)cc3)cc2)n1	-6%	6%	x
COC(=O)c1cn(CCOc2ccc(C)cc2)c2ccccc12	-9%	-28%	25%
Cc1cc(-c2ccc(C)c(S(=O)(=O)NCCCN(Cc3ccccc3)C(C)C)c2)on1	-20%	u	1%

Sorted by heavy-atom count (low to high): part of the list above.
SMILES	GCN5L2 inh	FEN1 inhibitor	N370S GC mod
NNC(=O)COc1cccc(Oc2ccccc2)c1	-9%	3%	-4%
CC(SCc1ccccc1)C(=O)N/N=C/c1cc2c(cc1Br)OCO2 (centres undefined)	-22%	-8%	29%
O=C(Cn1cnc2c(nc3n2CCCCC3)c1=O)Nc1cccc(C(F)(F)F)c1	-15%&-21%	-3%&-2%	-10%
CCCCCCC[C@@H](C/C=C/CCC(=O)N(C)C/C(=C/Cl)C/C(=C\C(=O)N1C[C@H](O)CC1=O)OC)OC	-18%	-32%	x

Going on with the list.
SMILES	GCN5L2 inh	FEN1 inhibitor	N370S GC mod
N/C(=N\OS(=O)(=O)c1ccc(Cl)cc1)c1cccnc1	-2%	7%	2%
CC(C)(C)N(Cc1ccccc1)C(=O)CSc1ncn[nH]1	-4%	-1%	4%
Cc1ccc(C)c(NC(=O)CN(C)C(=O)Cc2coc3cc(C)c(C)cc23)c1	-1%	-6%	u
CCc1nc(SCC(=O)Nc2ccccc2C)n[nH]1	-6%	7%	-14%
Cn1c(CNC2CCCCC2)c(C#N)c2ccccc21	12%	0%	20%
COc1ccccc1N1CCN(Cc2ccc(C(=O)O)cc2)CC1	-1%	8%	-4%
COc1ccc(CNS(=O)(=O)c2ccc(C3CNC(=O)C3)cc2)cc1 (centres undefined)	-5%	11%	26%
CSCCCN1CCCC(CO)(Cc2ccc(F)cc2)C1 (centres undefined)	-5%	23%	-13%
CCOc1ccc(Br)cc1C1C(C(=O)OC)=C(N)Oc2cc(N(C)C)ccc21 (centres undefined)	-9%	-9%	-4%
COc1cc(NC(=O)c2cc(C)no2)c(OC)cc1Cl	-16%	0%	-1%

2 entries picked at random from the list so far, as already listed:
SMILES	GCN5L2 inh	FEN1 inhibitor	N370S GC mod
CCc1nc(SCC(=O)Nc2ccccc2C)n[nH]1	-6%	7%	-14%
CSCCCN1CCCC(CO)(Cc2ccc(F)cc2)C1 (centres undefined)	-5%	23%	-13%

The list continues:
SMILES	GCN5L2 inh	FEN1 inhibitor	N370S GC mod
CCCCOc1ccc(C(=O)N2CC(C)OC(C)C2)cc1 (centres undefined)	-15%	-3%	3%
O=S(=O)(c1ccc(F)cc1)N1CCCC(CO)C1 (centres undefined)	-1%	2%	-3%
CCOc1ccc(Cl)cc1CNc1nnnn1CC	-2%	1%	-1%
CC1=C(C(=O)OCCCBr)C(c2ccc3c(c2)OCO3)NC(=O)N1 (centres undefined)	-13%	-3%	2%
COc1cc2c(cc1OC)CN(Cc1ccc(C)cc1)CC2	-15%	2%	-17%
Cc1ccc(NC(=O)CSc2nc3ccc(NC(=O)c4ccco4)cc3s2)cc1	-14%	-7%	x
COc1ccc(-c2nc3cc(NC(=O)COc4ccc(C)c(C)c4)ccc3o2)cc1	-8%	23%	x
CCOC(=O)c1ccc(NC(=O)C(CC)CC)cc1	-2%	-16%	-6%
CC(C)(C)c1ccc(/C=N/OCC(=O)NCc2ccc(F)cc2)cc1	-13%	-19%	10%
COCCn1cc(C(=O)c2ccccc2OCC(=O)Nc2cc(C)on2)cc(C#N)c1=O	-15%	1%	5%
COc1cccc(-n2ccn(CC(=O)NCCc3ccccc3)c(=O)c2=O)c1	-5%	17%	-1%
O=C(c1ccc(F)cc1)N1CCC2(CC1)NCCc1[nH]cnc12	-3%	-5%	-3%
COc1cccc(CNC(=O)c2ccc(NC(=O)C3CCCO3)cc2)c1 (centres undefined)	0%	4%	-1%
O=C(Nc1nc2ccccc2s1)C1CCCO1 (centres undefined)	1%	-1%	-3%
CC(=O)Nc1ccc(C2=NNC(=Nc3cccc(S(=O)(=O)N(C)C)c3)SC2)cc1	-6%	-11%	-17%
O=C(NCc1cccnc1)C(=O)NCC(c1ccco1)N1CCN(c2ccccc2)CC1 (centres undefined)	-2%	-1%	8%
O=C(NC1CCSC1=O)C1CC(=O)N(c2ccc(F)cc2)C1 (centres undefined)	-6%	0%	-1%
COC(=O)CCCC1=CC2=CC(=O)C(C)(OC(=O)c3cccs3)C(=O)C2=CN1c1cccc(C#N)c1 (centres undefined)	21%	-2%	-7%[12.8 µM]
O=C(Nc1nccs1)c1ccc(S(=O)(=O)NCC2CCCCC2)cc1	-4%	-4%	4%
CC1CCCN(CCCNC(=O)c2cn(C)c3ccc(S(=O)(=O)N(C)C4CCCCC4)cc3c2=O)C1 (centres undefined)	-6%&-1%	-1%&-1%	-8%
COc1ccccc1NC(=O)Cn1c(CCC(=O)O)ccc1-c1ccc(C)cc1	-6%	8%	-12%
CN(C)c1cccc(C(=O)N2CCC(n3nccc3NC(=O)C3CCOC3)CC2)c1 (centres undefined)	-5%	6%	-4%
Cc1nn(C(C)C(=O)N2CCCC2)c(=O)c2nn(-c3ccccc3)c(C)c12 (centres undefined)	-3%	-8%	-13%
CCOc1ccc(C(=O)C(C)OC(=O)Cn2[nH]c(=O)c3ccccc3c2=O)cc1 (centres undefined)	-3%	-2%	-8%
O=C(O)CC(c1cccc(C(F)(F)F)c1)N1CCS(=O)(=O)CC1 (centres undefined)	-12%	-1%	9%
COc1ccc(-n2nc(C(=O)NCC(=O)NCc3ccco3)c3ccccc3c2=O)cc1Cl	0%	-17%	-7%
CN(C(=O)COn1nnc2ccc(S(=O)(=O)N3CCOCC3)cc21)c1ccccc1	-4%	1%	2%
C/C(=N\Nc1ccc([N+](=O)[O-])cc1)c1ccco1	-5%	3%	-25%
CCCOC(c1ccccc1)(c1ccc(C(F)(F)F)cc1)C(Oc1nc(C)cc(C)n1)C(=O)O (centres undefined)	-16%	-2%	-21%
Cc1cccc(OCC(O)CN2CCN(S(=O)(=O)c3ccc(C)cc3C)CC2)c1 (centres undefined)	-9%	3%	-14%
Cn1c(C(C(=O)NCC2CCCO2)N(C(=O)Cn2nnc3ccccc32)C2CCCCC2)nc2ccccc21 (centres undefined)	-10%	8%	7%
COc1ccc(CN2CCN(S(=O)(=O)c3ccc(NC(C)=O)cc3)CC2)cc1	0%	-18%	-16%
OCCCc1nc2n(n1)C(c1ccccc1)C=C(c1ccccc1)N2 (centres undefined)	u	5%	-16%
Cc1ccc(C(=O)OCC(=O)N2CCC(C)CC2)cc1S(=O)(=O)N1CCCCC1	2%	2%	-2%
CN(Cc1nccn1C)C(=O)CC1C(=O)NCCN1Cc1ccccc1C(F)(F)F (centres undefined)	-8%	0%	5%
CCN(C(=O)CSc1cccc[n+]1[O-])C1CCCCC1	2%	-3%	x

Screens as filed in PubChem.
